Source: PubChem
TrxR1 inh: blocks rat thioredoxin reductase 1. O89049. recombinant rTrxR1, NADPH fluorescence consumption, selenite substrate. Potency, µM (highest dose often 114 µM), for inactives: at the highest dose activity change, negative = inhibition, hits mostly inhibitors. actives 1% (n = 390,000). AID 588453; note: nearly all actives have a fitted effect of over 65% in size
Target sequence (O89049 whole entry, looked up): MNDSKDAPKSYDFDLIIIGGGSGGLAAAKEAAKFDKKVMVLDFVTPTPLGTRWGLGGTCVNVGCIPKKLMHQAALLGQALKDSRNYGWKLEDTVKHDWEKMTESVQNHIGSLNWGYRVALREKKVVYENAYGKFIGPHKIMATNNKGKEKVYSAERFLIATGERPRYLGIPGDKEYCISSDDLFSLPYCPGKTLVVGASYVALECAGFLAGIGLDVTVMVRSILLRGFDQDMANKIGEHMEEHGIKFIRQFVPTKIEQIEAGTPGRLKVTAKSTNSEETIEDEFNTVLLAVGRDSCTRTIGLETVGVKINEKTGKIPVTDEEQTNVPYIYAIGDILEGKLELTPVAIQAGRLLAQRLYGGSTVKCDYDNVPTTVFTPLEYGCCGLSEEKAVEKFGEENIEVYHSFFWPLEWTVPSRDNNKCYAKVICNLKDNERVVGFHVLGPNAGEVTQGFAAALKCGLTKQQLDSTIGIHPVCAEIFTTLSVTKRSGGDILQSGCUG
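Rat TrxR1 (90 nM in the dispensed reagent) was pre-reduced with 400 uM NADPH for 5 min at room temperature, then incubated with compound for 15 min. After 400 uM selenite was added, NADPH fluorescence (Ex 340/Em 450 nm) was followed for 8 min.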
TrxR1 substrate: is turned over as a substrate by rat TrxR1; actives 0.01% (n = 390,000); purified TrxR1 substrate turnover, NADPH consumption readout; Potency, µM (top dose mostly 114 µM), for inactives: top-dose activity change, negative = substrate turnover; AID 588456; note: nearly all actives have a fitted effect of over 50% in size
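Rat TrxR1, dispensed at 90 nM, was prereduced with 400 uM NADPH (final) for 5 min at ~22 deg C, then incubated with compound 15 min before 400 uM selenite. A first-read NADPH fluorescence drop versus no-compound background flagged substrates.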
* hit, by the source's call; ? = inconclusive; [ ] = remark or other dose. Calls come from the whole dose curve; as a rule, active = well fitted inhibition curve with a large enough effect; inconclusive = small, poorly fitted or top-dose-only effect; inactive = no such curve, though single readings can be large or run the other way. % is set by controls: 0 for no effect and ±100 for the full control effect; potency is the fitted concentration of half-maximal effect.

cpd	TrxR1 inh	TrxR1 substrate	compound
1	16.2%[0.0914 µM]	8.6%[0.0914 µM]	O=C1c2ccccc2C(=O)N1c1nc(-c2ccc(F)cc2)cs1
2	-5.2%	-4.8%	Cc1ccc2nccc(/C=C/c3ccc(N(C)C)cc3)c2c1
3	?	-6.7%	Oc1ccc(Cl)cc1C1C=C(c2ccc3c(c2)OCO3)NC(c2ccc(C(F)(F)F)cc2)N1 (stereo unspecified)
4	-4.7%	-8.1%	O=C(C[N+]12CCCc3cccc(c31)CCC2)c1ccc(Cl)c2ccccc12
5	?	-0.5%	CCCCCCCCCC[n+]1ccc(/C=C/c2c[nH]c3ccccc23)c2ccccc21
6	11.2µM*	5.0%	CS(=O)(=O)N1CCN(/[N+]([O-])=N/Oc2ccc([N+](=O)[O-])cc2[N+](=O)[O-])CC1 (tested in a mixture with another compound)
7	56.2µM*	-8.2%	Clc1cccc[n+]1CCCCCC[n+]1ccccc1Cl
8	1.3%	-7.4%	Cc1ccc(CN2[C@H](C)[C@H](c3ccccc3)OCCS2(=O)=O)cc1
9	-14.1%	-10.6%	O=C(Cc1ccc(OCCC2CCCCC2)cc1)NO
10	30.8%[57.1 µM]	-7.8%	Cc1cc(CNC(=O)[C@]2(C(F)(F)F)C[C@H](CCC3CCCCC3)CCCO2)nn1C
11	10.0%	-5.2%	CC(C)(C)n1ncc2c(=O)n(Cc3cccc(C#N)c3)cnc21
12	-21.6%	-18.7%	CN(C)c1ccc(C=O)cc1
13	-2.0%	5.6%	C=CCN(C)CCCCCCOc1ccc(C(=O)c2ccc(Br)cc2)c(F)c1
14	6.9%	9.4%[0.0914 µM]	C=CCn1c(SC(C)C#N)nc2ccccc2c1=O (stereo unspecified)
15	6.7%[57.1 µM]	5.6%[57.1 µM]	C1CCC(N=C(NC23CC4CC(CC(C4)C2)C3)N2CCOCC2)CC1
16	23.0%	14.5%	O=S(=O)(/N=C(/Sc1ccccc1)c1ccccc1)c1ccc(Cl)cc1
17	?	-28.0%	CN(C)c1ccc(N=Nc2ccccc2C(=O)O)cc1
18	4.4%	10.4%[0.0914 µM]	O=C(C[N+]12CN3CN(CN(C3)C1)C2)c1ccc(-c2ccccc2)cc1
19	-19.4%	-4.5%[0.0914 µM]	Cc1ccnc2c([N+](=O)[O-])cccc12
20	0.7%	-3.0%	O=C1C[C@H](c2ccc(-c3ccccc3)cc2)N1S(=O)(=O)c1ccccc1[N+](=O)[O-]
21	?	-0.3%	Cc1nc2ccccc2nc1-c1csc(-c2ccccc2)n1
22	-9.3%	-10.9%	CN(C)c1ccc(C=C2c3ccccc3-c3ccccc32)cc1
23	-19.2%	-0.1%	O=C1C[C@H]2C=CCc3cccc(c32)CN1Cc1cccc(F)c1
24	-1.4%	-4.5%	COc1ccccc1NC(C)C(=O)c1c(C)[nH]c2ccccc12 (stereo unspecified)
25	6.5%	6.1%	Cc1cccc(-c2nnc(SC(C)C(=O)Nc3ccccc3)n2C)c1 (stereo unspecified)
26	-2.6%	-9.4%	C(=Nc1ccc(/C=C/c2ccnc3ccccc23)cc1)c1ccc2c(c1)OCO2
27	39.8µM*	15.3%	OC(C[n+]1c(Cl)ccc2ccccc21)c1ccccc1 (stereo unspecified)
28	?	-12.1%	O=C(c1ccco1)N(Cc1cccs1)c1ccc(O)cc1
29	-8.2%	0.6%	COc1ccc(C2/C=C\CN(C(=O)C3CC3)C(C)C(=O)N2Cc2ccc(F)cc2)cc1 (stereo unspecified)
30	-13.0%	27.5%	COc1cc2nc(N3CCCN(C)CC3)nc(NC3CCCCC3)c2cc1OC

Filtered by structure, those above containing an aryl methoxy group.
cpd	TrxR1 inh	TrxR1 substrate	compound
24	-1.4%	-4.5%	COc1ccccc1NC(C)C(=O)c1c(C)[nH]c2ccccc12 (stereo unspecified)
29	-8.2%	0.6%	COc1ccc(C2/C=C\CN(C(=O)C3CC3)C(C)C(=O)N2Cc2ccc(F)cc2)cc1 (stereo unspecified)
30	-13.0%	27.5%	COc1cc2nc(N3CCCN(C)CC3)nc(NC3CCCCC3)c2cc1OC

Continued:
cpd	TrxR1 inh	TrxR1 substrate	compound
31	16.8%	1.8%	Cc1ccc(S(=O)(=O)N2CCN(S(=O)(=O)c3ccc4c(c3)OCCCO4)CC2)cc1
32	-19.1%	11.5%[0.0914 µM]	C[N+](C)(C)c1ccc(/C=C2\C=Cc3ccccc32)cc1
33	?	51.6%[activator]	COc1cc2c(NC3CCN(C)CC3)nc(N3CCCN(C)CC3)nc2cc1OCCCN(C)C
34	16.1%	-7.5%	Nc1ccc(/C=C/c2nc3ccccc3s2)cc1
35	2.7%	-0.6%	COc1ccc2c(c1OC)C(=O)OC2c1ccc(O)cc1 (stereo unspecified)
36	10.9%	-3.3%	COc1ccc(OC)c(NS(=O)(=O)c2ccccc2)c1
37	27.4%	2.0%	CN(C)c1ccc(/C=C2\Cc3ccccc3C2=O)cc1
38	0.3%	-3.2%	COc1ccc(C2/C=C\CN(C(=O)C3CC3)C(Cc3ccccc3)C(=O)N2Cc2ccc(F)cc2)cc1 (stereo unspecified)
39	4.7%	-2.9%	O=C(NC1CCCCCC1)C1CCC(CNS(=O)(=O)c2cccc3cccnc23)CC1 (stereo unspecified)
40	17.9%	-0.5%	CN(C)c1ccc(/C=C/c2ccnc3c2ccc2ccccc23)cc1
41	10.8%	4.5%	CC(C)NS(=O)(=O)c1ccc2[nH]c3nc(SCC(=O)Nc4ccc(F)c(F)c4)nnc3c2c1
42	?	7.5%	C1=Cc2ccccc2/C1=C\c1cc2c3c(c1)CCCN3CCC2
43	16.3%	2.5%	O=C1CCC[C@@H]2CC(Nc3ccccc3)C[C@@H]3CCN1[C@H]23 (stereo partly specified)
44	?	-6.6%	CN1CCN(/[N+]([O-])=N/Oc2ccc([N+](=O)[O-])cc2[N+](=O)[O-])CC1
45	?	4.2%	CC1CC=CC2C1C(=O)N(Cc1ccccc1)C2c1ccc2ccccc2c1Br (stereo unspecified)
46	13.1%	0.9%	CC(C)CNc1ncnc2nc[nH]c12
47	-17.8%	-5.9%	COc1ccc(/C=C2\C=Cc3ccccc32)cc1OC
48	2.3%	10.9%	CC1CC=CC2C1C(=O)N(Cc1ccccc1)C2c1ccc(/C=C/c2ccccc2)cc1F (stereo unspecified)
49	?	-7.0%	CCC1CC=CC2C1C(=O)N(Cc1ccccc1)C2c1cccc([N+](=O)[O-])c1 (stereo unspecified)
50	?	841.8%[activator]	Cc1cc(=O)[nH]c2cc(N)ccc12
51	-2.6%	-1.0%	Cc1nc([N+](=O)[O-])cn1CC(O)c1ccc2c(c1)OCCCO2 (stereo unspecified)
52	?	44.2%[activator]	COc1cc2c(NC3CCN(C(C)C)CC3)nc(N3CCCN(C)CC3)nc2cc1OCCCN1CCCC1
53	4.47µM*	1.2%	CCOc1ccc(NC(=O)c2nc(S(=O)(=O)Cc3ccc(F)cc3)ncc2Cl)cc1
54	2.0%	9.0%[0.0914 µM]	Cc1ccc(-c2nc(=Nc3c(C)cc(C)cc3C)sn2-c2ccccc2)cc1
55	-22.7%	-2.2%	COc1cc(/C=C2\C=Cc3ccccc32)ccc1N(C)C
56	-10.5%	-9.2%	CN(C)c1ccc(/C=C2\C=Cc3ccccc32)c(Cl)c1
57	2.1%	-2.5%	O=C(C[n+]1cccc2cc(Cl)ccc21)c1ccc(I)cc1
58	-3.5%	-8.2%	CCCCC(=O)N1C/C=C\C(c2ccc(OC)cc2)N(Cc2ccc(F)cc2)C(=O)C1C (stereo unspecified)
59	?	10.8%	CC(C)CNc1ncnc2oc(-c3ccco3)c(-c3ccco3)c12
60	7.08µM*	-4.1%	CS(=O)(=O)c1ccc(C(=O)OCC(=O)NC(=O)NC2CCCCC2)cc1[N+](=O)[O-]
61	27.3%	7.6%	Cc1ccc(C=O)cc1Cl
62	9.6%	1.8%	O=C(C[n+]1ccccc1)c1ccc(I)cc1
63	2.7%	-2.0%	Cc1cc(C(=O)OCC(=O)NC(=O)C2CCCCC2)ccc1[N+](=O)[O-]
64	20µM*	-5.5%	Cc1cc(/C=C2\C=Cc3ccccc32)cc(C)c1[N+](=O)[O-]
65	-1.9%	-3.5%	Nc1c(Br)cc(C=O)cc1Br
66	?	5.9%	O=C(C[n+]1ccccc1Br)c1ccc(-c2ccccc2)cc1
67	4.7%	-2.9%	CN1CCc2[nH]c3ccc(Cl)cc3c2C1
68	10.7%	30.2%	CN(C)c1ccc(-c2cc(C3C4C=CCCC4(C)C(=O)N3Cc3ccccc3)ccc2F)cc1 (stereo unspecified)
69	11.3%	0.6%	O=C1CCC[C@@H]2C[C@@]3(C[C@@H]4CCN1[C@H]24)Nc1ccccc1NC3=NCc1ccccc1
70	?	-6.6%[0.0914 µM]	Cc1[nH]c2ccccc2c1C(c1c[nH]c2ccccc12)c1c(C)[nH]c2ccccc12
71	4.1%	-5.5%	COc1cccc(/C=C/c2nccc3ccccc23)c1OC
72	13.2%	-2.6%	C=C1CCN(C(CC(C)C)C(=O)NN2CCOCC2)S(=O)(=O)c2ccccc21 (stereo unspecified)
73	-19.2%	-7.2%	Cc1ccc(-c2nc(=N)sn2Cc2ccccc2)cc1
74	-25.4%	-5.5%	Cc1nn(C)c(Cl)c1S(=O)(=O)N(Cc1ccco1)c1ncnc2nc[nH]c12
75	11.2%	3.9%	Cc1cccc(OCCC(=O)NO)c1
76	-8.9%	-6.9%	Cc1cccc(CN2CC34CCC(CC3S2(=O)=O)O4)c1 (stereo unspecified)
77	13.1%	-3.5%	CN(C)c1ccc(C2C=Cc3ccccc32)c2ccccc12 (stereo unspecified)
78	-16.4%	-11.8%	Nc1cc([N+](=O)[O-])cc(N)c1N
79	?	46.2%[activator]	COc1cc2nc(N3CCN(C)CC3)nc(NC(C)C)c2cc1OC
80	5.2%	2.3%	Cc1ccc(NC(=O)COC(=O)c2ccccc2OCC(=O)Nc2ccc(Br)cc2)c(C)c1
81	-4.9%	-4.4%	COc1cc(-c2c(-c3ccc4c(c3)OCO4)noc2-c2ccsc2)cc(OC)c1OC
82	?	4.0%	Cc1ccc2[nH]c(=O)c(CN(CCO)Cc3nnnn3Cc3ccco3)cc2c1
83	4.0%	-0.2%	CC1(C)Cc2ccccc2-c2c[nH]c(=O)n21
84	?	5.7%	C=C1C=CS(=O)(=O)N(C(C)C(=O)OC)C1 (stereo unspecified)
85	-1.6%	1.3%	OC(CN1CCCCC1)c1ccccc1 (stereo unspecified)
86	-8.9%	-7.2%	O=C(C[n+]1cc(Br)cc2ccccc21)c1ccc(O)c(O)c1
87	?	-7.8%	CCN(CC)c1ccc(/C=C/c2sc3ccccc3[n+]2CCCCI)cc1
88	?	-2.2%	CN1C(=O)CC2(C=CC(=O)C=C2OC(=O)c2ccccc2)c2ccccc21 (stereo unspecified)
89	-1.1%	-6.7%	Cc1cc(C)c2c(/C=C/c3ccc(N(C)C)cc3)ccnc2c1
90	12.9%	6.1%	O=C1c2ccccc2C(=O)C1c1cc2ccccc2cn1

Quoted at random: 3 records from the list.
cpd	TrxR1 inh	TrxR1 substrate	compound
77	13.1%	-3.5%	CN(C)c1ccc(C2C=Cc3ccccc32)c2ccccc12 (stereo unspecified)
73	-19.2%	-7.2%	Cc1ccc(-c2nc(=N)sn2Cc2ccccc2)cc1
19	-19.4%	-4.5%[0.0914 µM]	Cc1ccnc2c([N+](=O)[O-])cccc12

The main list resumes, starting three compounds before the break.
cpd	TrxR1 inh	TrxR1 substrate	compound
88	?	-2.2%	CN1C(=O)CC2(C=CC(=O)C=C2OC(=O)c2ccccc2)c2ccccc21 (stereo unspecified)
89	-1.1%	-6.7%	Cc1cc(C)c2c(/C=C/c3ccc(N(C)C)cc3)ccnc2c1
90	12.9%	6.1%	O=C1c2ccccc2C(=O)C1c1cc2ccccc2cn1
91	46.9%[activator]	37.2%[activator]	CCCN1C(=O)c2ccccc2NC1c1ccc(OC)c(COc2cccc(C)c2C)c1 (stereo unspecified)
92	?	-4.0%	CC1(C)OC(=O)C2(Cc3ccc(Br)cc3N3CCCCC32)C(=O)O1 (stereo unspecified)
93	?	5.0%	CC[n+]1ccnc2ccccc21
94	-14.1%	-2.7%[0.0914 µM]	c1ccc(-c2ccc(-c3csc4ncnc(Sc5nnnn5-c5ccccc5)c34)cc2)cc1
95	-4.2%	43.2%[activator]	CCOc1cc(C2Nc3ccccc3C(=O)N2Cc2ccco2)ccc1O (stereo unspecified)
96	0.398µM*	1.2%	COc1ccc(C(=O)CCN(C)C)c2ccccc12
97	-3.2%	-0.9%	N=C(N)SCc1cccc2c(=O)cc(-c3ccccc3)oc12
98	-0.4%	0.1%	CC(=O)c1ccccc1S(=O)(=O)N1CCN(c2nc(-c3cccs3)nc3ccccc23)CC1
99	-17.8%	-0.8%	CC(C)(C)OC(=O)NC(Cc1ccccc1)C(O)c1ccco1 (stereo unspecified)
100	2.3%	4.5%	FC(F)(F)C(F)(F)C(F)(F)c1nc2ccccc2[nH]1
101	21.0%	5.6%	O=C(C[N+]1(CC(O)c2ccccc2)CCCCC1)c1ccccc1 (stereo unspecified)
102	8.9%	1.0%	COc1cc2c(cc1OC)C(c1oc(-c3ccc(-c4cc(Cl)ccc4Cl)o3)cc1C)=NCC2
103	7.9%	4.3%	C=C1CCN(C(Cc2ccccc2)C(=O)N2CCOCC2)S(=O)(=O)c2ccccc21 (stereo unspecified)

Compound profiles, as listed above. Screens in order: TrxR1 inh | TrxR1 substrate
Entry for CC(C)(C)OC(=O)NC(Cc1ccccc1)C(O)c1ccco1 (stereo unspecified) : -17.8% | -0.8%
Entry for CCOc1cc(C2Nc3ccccc3C(=O)N2Cc2ccco2)ccc1O (stereo unspecified) : -4.2% | 43.2%[activator]
Entry for FC(F)(F)C(F)(F)C(F)(F)c1nc2ccccc2[nH]1 : 2.3% | 4.5%

The list is partial; count on the stated rates, not on these rows.
